Compound activity (PubChem)
TIM10 inh: growth inhibitors of isogenic TIM10 control yeast, primary screen, counter-screen for tim10-1 yeast inhibitor project, luminescence, uHTS. AID 463195, 2010. inhibition, % at 10 µM. hit rate 1.4% among 330,000. S. cerevisiae TIM10 strain growth, BacTiter-Glo luminescence, 24 h;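 active = inhibition of 40% or more at the single tested concentration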;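 also: wild-type TIM10 isogenic control strain grown at permissive 25 °C; 0% = DMSO yeast wells and 100% = minimal medium wells without yeast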
APJ antagonist: antagonists of human apelin receptor APJ, primary screen, CHO-K1 cells, beta-arrestin complementation, luminescence. hit rate 0.32% among 330,000. P35414. AID 2521, 2010. inhibition, % at 20 µM;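 active = inhibition above about 40% at 20 µM, limit read from the data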;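 also: cells challenged with 10 nM apelin-13 agonist together with compound; plate controls were apelin-13 plus DMSO wells for no effect and DMSO wells lacking apelin-13 for full effect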
Target sequence (P35414 whole entry, looked up): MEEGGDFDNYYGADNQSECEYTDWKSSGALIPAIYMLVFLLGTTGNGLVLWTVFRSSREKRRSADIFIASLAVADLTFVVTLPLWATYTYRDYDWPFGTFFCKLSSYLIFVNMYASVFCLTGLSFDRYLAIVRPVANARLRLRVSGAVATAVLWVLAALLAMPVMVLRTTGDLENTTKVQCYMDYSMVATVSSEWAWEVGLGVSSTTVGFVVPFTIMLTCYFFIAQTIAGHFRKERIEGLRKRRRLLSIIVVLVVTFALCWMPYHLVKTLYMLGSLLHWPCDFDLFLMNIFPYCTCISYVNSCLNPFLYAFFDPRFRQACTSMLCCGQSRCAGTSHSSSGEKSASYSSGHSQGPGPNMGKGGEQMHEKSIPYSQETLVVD
APJ agonist: agonists of human apelin receptor APJ, primary screen, CHO-K1 cells, PathHunter beta-arrestin, luminescence | activation, % at 20 µM | hit rate 0.11% among 330,000 | P35414 | 0% DMSO wells, 100% apelin;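 active = activation more than six SD over the plate average, tested at 20 µM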;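 also: 0% = DMSO alone and 100% = apelin-13 at 10 nM; some results filed as inactive read as strong as hits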
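Material: engineered CHO-K1 APJ arrestin reporter cells; amount: 1000 CHO-K1 reporter cells seeded per well; incubation: compound stimulation 90 min at 25 °C, detection 60 min; signal: luminescent beta-gal fragment complementation, chemiluminescent substrate; read-out basis: APJ agonist activity; controls: DMSO-only wells as negative, 10 nM Apelin-13 as positive control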
tim10-1 inh: growth inhibitors of tim10-1 mutant yeast, primary screen, luminescence, uHTS | S. cerevisiae tim10-1 ts strain growth, BacTiter-Glo, 24 h | inhibition, % at 20 µM | hit rate 2.2% among 330,000 | AID 463190, 2010;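 active = inhibition of at least 40%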;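 also: mutant grown at 25 °C; 0% = DMSO wells with yeast and 100% = wells holding no yeast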
UPR CHOP act: activators of apoptotic CHOP UPR arm, primary screen, cell-based, CHO-CHOP luciferase reporter, luminescence, uHTS | UPR activation; percent of tunicamycin response over DMSO baseline | activation, % at 10 µM | hit rate 0.34% among 330,000 | AID 449763, 2010;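 active = at 10 µM dose, activation of 40% or more, normalized to positive control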;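 also: 100% = tunicamycin at 10 µg/mL and 0% = DMSO alone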
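Evaluation: % reporter activation, DMSO baseline versus tunicamycin full activation; System: CHO-CHOP luciferase reporter cell line; Input: 500 cells/well; Incubation: 6 h compound treatment, 37 °C; Measured by: Steady-Glo luciferase luminescence; Dosing: one dose, 10 µM in 0.5% DMSO; Buffer or medium: F12 medium, 10% FBS; Benchmarks: positive tunicamycin 10 µg/mL, negative DMSO alone.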
XBP1 UPR activ: activators of adaptive XBP1 UPR arm, primary screen, cell-based, CHO-XBP1 luciferase reporter, luminescence, uHTS; IRE1-XBP1 UPR activation; percent of tunicamycin response, DMSO as zero; activation, % at 20 µM; hit rate 0.33% among 330,000;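 active = versus positive control, 20 µM dose yields 30% or more activation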;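 also: 100% = tunicamycin at 10 µg/mL and 0% = DMSO only wells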
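assay system = CHO-XBP1 luciferase reporter cells | amount = 1000 cells/well | buffer or medium = F12 plus 10% FBS | compound dosing = single point, 20 µM final compound, 1% DMSO | incubation = 16-18 h cell attachment at 37 °C, then 6 h compound exposure | detection = Steady-Glo luminescence read | controls = tunicamycin 10 µg/mL and vehicle-only wells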
tim23-1 inh: growth inhibitors of tim23-1 mutant yeast, primary screen, luminescence, uHTS; hit rate 1.3% among 330,000; inhibition, % at 20 µM; S. cerevisiae tim23-1 growth, BacTiter-Glo luminescence, 24 h; AID 463212, 2010;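 active = growth inhibition of the mutant yeast at or above 50%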;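 also: temperature-sensitive mutant grown at 25 °C; plate controls were DMSO-treated mutant yeast for no effect and medium wells lacking yeast for full effect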
Mdm2 MdmX PPI: inhibitors of human Mdm2-MdmX association, primary screen, cell-based, luminescence, split luciferase, SaOS-2, uHTS; hit rate 3% among 330,000; Protein Mdm4 (Homo sapiens) + E3 ubiquitin-protein ligase Mdm2 (Homo sapiens), …; SaOS-2 split-luciferase Mdm2/MdmX complementation; inhibition, % at 8 µM;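 active = inhibition of at least 50% at 8 µM in the primary screen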
CXCR6 inh: CXCR6 receptor inhibitors, primary screen, cell-based, beta-arrestin, luminescence, CHO-K1 PathHunter, 1536-well; hit rate 0.36% among 360,000; inhibition, % at 20 µM; C-X-C chemokine receptor type 6 (Homo sapiens), O00574; in the data active = inhibition above about 34%, passing the limit was not always enough;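 also: antagonist mode with CXCL16 agonist at 10 nM final; 0% = 10 nM CXCL16 with DMSO and 100% = unstimulated wells without agonist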
Target sequence (O00574 whole entry, looked up): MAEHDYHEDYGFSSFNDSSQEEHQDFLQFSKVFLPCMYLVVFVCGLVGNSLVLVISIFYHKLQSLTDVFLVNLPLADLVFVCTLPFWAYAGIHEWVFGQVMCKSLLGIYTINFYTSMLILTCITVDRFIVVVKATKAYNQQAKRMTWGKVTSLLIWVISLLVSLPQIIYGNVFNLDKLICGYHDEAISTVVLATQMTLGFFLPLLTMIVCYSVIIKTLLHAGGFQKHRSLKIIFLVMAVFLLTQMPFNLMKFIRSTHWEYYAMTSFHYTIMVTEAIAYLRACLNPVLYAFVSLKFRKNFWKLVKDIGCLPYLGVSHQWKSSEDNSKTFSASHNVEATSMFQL
Numbers without * were called inactive; & = joins results of further samples. Some of the compounds tested (hit frequency here may not be typical).

Values in the order: UPR CHOP act | XBP1 UPR activ | CXCR6 inh | tim10-1 inh | APJ agonist | APJ antagonist | TIM10 inh | Mdm2 MdmX PPI | tim23-1 inh
(1) COc1ccc(N2CCN(C(=O)c3ccccc3N(C)S(=O)(=O)c3ccc(C)cc3)CC2)cc1
    2.3 | -6 | 7 | 34 | -4 | 12 | 15 | 10 | 37
(2) Cc1nc2c(-c3ccc(F)cc3)c(C)nn2c(C)c1CCC(=O)N1CCC(Cc2ccccc2)CC1
    1.8 | -4 | 5 | 24 | 3 | -53 | 17 | 8 | 25
(3) CCCCn1c(=O)[nH]c(=O)c2c1nc(-c1ccc(OCCC)c(OCC)c1)n2C
    3.1 | 8 | -11 | 30 | 0 | -12 | 18 | 0 | 12
(4) CN(c1ccccc1)S(=O)(=O)c1ccc(C(=O)Nc2nnc(C3CC3)s2)cc1
    0.0 | -1 | 8 | 11 | -4 | 16 | 3 | 17 | -11
(5) Cc1ccc(C)n1CCN1CCN(C(=O)c2ccc(Cl)cc2)CC1
    0.2 | -2 | -6 | 7 | 5 | -15 | 2 | -5 | 11
(6) O=C1C=C(c2cccc(OCc3ccccc3)c2)C[C@@H](c2ccc3c(c2)OCO3)C1
    1.0 | -3 | 3 | 11 | 1 | 3 | -3 | 25 | 20
(7) O=C(NCc1ccccc1)c1cccc(S(=O)(=O)N2CCOCC2)c1
    -2.3 | 7 | -2 | 18 | 3 | -11 | -12 | -1 | 16
(8) CCN(CC)c1ccc(NC(=O)c2ccco2)cc1
    -0.7 | -3 | 0 | 1 | -1 | 4 | 0 | -141 | 16
(9) CC(=O)N/N=C(/c1ccccc1)C(O)c1ccccc1 (stereo not given)
    1.1 | 1 | 5 | -5 | 0 | 43* | 2 | -8 | -8
(10) O=C(/C=C/c1ccccc1)N1CCC(Cc2ccccc2)CC1
    6.1 | 3 | -11 | 23 | -2 | -4 | -2 | -49 | 20
(11) NC(=O)CCC(NC(=S)Nc1ccccc1)C(=O)O (stereo not given)
    -0.2 | -2 | -7 | 13 | -5 | 11 | -2 | -4 | -1
(12) O=C(CN1C(=O)S/C(=C\c2cccc(Cl)c2)C1=O)NCCCn1ccnc1
    0.0 | 2 | -17 | 9 | 5 | -2 | 5 | 1 | 1
(13) CCCCSc1nc2c(c(=O)n1CC)SC(C)C2 (stereo not given)
    1.5 | -2 | 5 | 10 | -5 | 9 | -8 | 18 | 7
(14) O=CN(c1ccccc1)c1ccc2ccccc2c1
    -1.7 | 1 | -1 | 25 | -3 | -9 | -10 | -1 | 18
(15) Cc1csc(NC(=O)CCc2ccc(S(=O)(=O)N3CCOCC3)cc2)n1
    3.2 | -1 | 2 | -13 | 2 | 2 | -9 | 3 | -11
(16) COc1ccc(CCNC(C)C(=O)Nc2ccc(S(N)(=O)=O)cc2)cc1 (stereo not given)
    2.5 | -3 | 14 | 5 | -1 | 15 | 2 | 10 | 5
(17) Cn1c(CC(=O)Nc2ccccc2C(F)(F)F)c(Sc2ccccc2)c2ccccc21
    -1.7 | -3 | 2 | 16 | -3 | 0 | -6 | 50 | -1
(18) O=C(CNC(=O)c1ccccc1F)N/N=C/c1cc(Br)ccc1OC(=O)/C=C/c1ccco1
    -0.2 | -1 | 7 | 36 | -3 | -7 | 30 | 45 | 19
(19) O=Cc1ccc2noc(-c3ccc(Cl)cc3)c2c1
    5.3 | 3 | 5 | 16 | -9 | 30 | 19 | -11 | 24
(20) Cc1ccoc1C(=O)NCCCNC(=O)c1occc1C
    -0.9 | 0 | 2 | 13 | -3 | 11 | -9 | -11 | 4
(21) CCCC[C@H]1COCCS(=O)(=O)N1Cc1cccc(F)c1
    -1.3 | 0 | 7 | 28 | -1 | -13 | -11 | 34 | 20
(22) COc1cnc(-c2cccc(C(F)(F)F)c2)[nH]c1=O
    0.2 | -3 | 6 | 3 | -3 | -3 | 3 | 24 | 15
(23) CCCCCNC(=O)Cn1c(=O)c2c(ncn2CC(C)C)n(Cc2ccccc2)c1=O
    0.0 | -2 | 2 | -3 | -2 | 18 | 16 | 24 | 1
(24) CC(=O)Oc1ccc2cc(-c3nc4ccccc4n3C)c(=O)oc2c1
    1.3 | 7 | -31 | 15 | 2 | -30 | 9 | -69 | 21
(25) CCN(CCCNC(=O)COc1cc(=O)n(CC)c2ccccc12)Cc1ccccc1
    -2.7 | -2 | -6 | 12 | -2 | 12 | -30 | 59* | -2
(26) Cc1cccc(NS(=O)(=O)c2ccc3c(c2)CCC(=O)N3)c1
    -2.2 | -3 | 6&-2 | 2 | 0 | -12 | -10 | 13 | 5
(27) Cc1cc(C)c2c(=O)cc(C(F)(F)F)oc2n1
    -0.2 | 3 | -8 | -10 | 0 | -13 | -16 | -16 | 12
(28) CCn1c(=O)c2sccc2n(Cc2cccc(C)c2)c1=O
    1.6 | 0 | 1 | 3 | 2 | -8 | -10 | 8 | 17

Gathered by group: the compounds so far with a carbonyl joined to an NH by a bond outside any ring
Values in the order: UPR CHOP act | XBP1 UPR activ | CXCR6 inh | tim10-1 inh | APJ agonist | APJ antagonist | TIM10 inh | Mdm2 MdmX PPI | tim23-1 inh
(4) CN(c1ccccc1)S(=O)(=O)c1ccc(C(=O)Nc2nnc(C3CC3)s2)cc1
    0.0 | -1 | 8 | 11 | -4 | 16 | 3 | 17 | -11
(7) O=C(NCc1ccccc1)c1cccc(S(=O)(=O)N2CCOCC2)c1
    -2.3 | 7 | -2 | 18 | 3 | -11 | -12 | -1 | 16
(8) CCN(CC)c1ccc(NC(=O)c2ccco2)cc1
    -0.7 | -3 | 0 | 1 | -1 | 4 | 0 | -141 | 16
(9) CC(=O)N/N=C(/c1ccccc1)C(O)c1ccccc1 (stereo not given)
    1.1 | 1 | 5 | -5 | 0 | 43* | 2 | -8 | -8
(11) NC(=O)CCC(NC(=S)Nc1ccccc1)C(=O)O (stereo not given)
    -0.2 | -2 | -7 | 13 | -5 | 11 | -2 | -4 | -1
(12) O=C(CN1C(=O)S/C(=C\c2cccc(Cl)c2)C1=O)NCCCn1ccnc1
    0.0 | 2 | -17 | 9 | 5 | -2 | 5 | 1 | 1
(15) Cc1csc(NC(=O)CCc2ccc(S(=O)(=O)N3CCOCC3)cc2)n1
    3.2 | -1 | 2 | -13 | 2 | 2 | -9 | 3 | -11
(16) COc1ccc(CCNC(C)C(=O)Nc2ccc(S(N)(=O)=O)cc2)cc1 (stereo not given)
    2.5 | -3 | 14 | 5 | -1 | 15 | 2 | 10 | 5
(17) Cn1c(CC(=O)Nc2ccccc2C(F)(F)F)c(Sc2ccccc2)c2ccccc21
    -1.7 | -3 | 2 | 16 | -3 | 0 | -6 | 50 | -1
(18) O=C(CNC(=O)c1ccccc1F)N/N=C/c1cc(Br)ccc1OC(=O)/C=C/c1ccco1
    -0.2 | -1 | 7 | 36 | -3 | -7 | 30 | 45 | 19
(20) Cc1ccoc1C(=O)NCCCNC(=O)c1occc1C
    -0.9 | 0 | 2 | 13 | -3 | 11 | -9 | -11 | 4
(23) CCCCCNC(=O)Cn1c(=O)c2c(ncn2CC(C)C)n(Cc2ccccc2)c1=O
    0.0 | -2 | 2 | -3 | -2 | 18 | 16 | 24 | 1
(25) CCN(CCCNC(=O)COc1cc(=O)n(CC)c2ccccc12)Cc1ccccc1
    -2.7 | -2 | -6 | 12 | -2 | 12 | -30 | 59* | -2

Individual results from above:
Mdm2 MdmX PPI with `CC(=O)Oc1ccc2cc(-c3nc4ccccc4n3C)c(=O)oc2c1` stands at -69
tim23-1 inh with `COc1ccc(CCNC(C)C(=O)Nc2ccc(S(N)(=O)=O)cc2)cc1` (stereo not given) stands at 5
